MT stabilizer: stabilizes microtubules in HeLa cells | actives 0.83% (n = 200,000) | % tubulin-high responders, % at 10 µM | HeLa tubulin immunostaining HCS, 24 h; share of cells brighter than vehicle mean+2SD;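 active means plate Z-score above 3 for both tubulin-high and condensed-nucleus cell shares, with cell loss under 80%, at 10 µM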;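 further: anti alpha tubulin signal scored within the nucleus-defined area of each cell; some results filed as inactive read as strong as hits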
Autophagy mod: autophagy modulation, high-content screen; MEF GFP-LC3 puncta imaging; test concentration mostly 10 µM; AID 463193; calls only at 10 µM (by protocol); actives 0.98% (n = 190,000);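 active means percentage of spot-positive cells more than 3 SD above its plate mean, without a fluorescence outlier flag or 80% toxicity; inconclusive means no clear call, values can overlap the other calls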;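 further: spot-positive cell cutoff set from DMSO-treated cells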
Dynein transport: blocks dynein driven cargo transport along microtubules. z-score, hits read low. 3617.4 mouse cells, GR-EGFP nuclear translocation imaging; test concentration mostly 20 µM; stimulated with dexamethasone, 1 µM; stronger effect = lower value. actives 0.47% (n = 220,000);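 active means plate z-score of nuclear minus cytoplasmic receptor signal below a set negative limit, without overly bright fluorescence or cell loss, cut at about -3.5 in these data, passing the limit was not always enough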;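 further: z-score of nuclear minus cytoplasmic ring GR-EGFP intensity difference per well; some compounds called inactive have numbers as strong as hits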
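Buffer or medium: tet-free, stripped-serum medium; Also added: dexamethasone, 1.0 µM final; Technique: high-content fluorescence imaging after fixation; Times: 48 h induction, 1 h compound, 30 min dex at 37 °C; Read-out: per-cell GR-EGFP intensity, nucleus versus surrounding cytoplasmic ring, well-averaged.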
Ins promoter up: MIN6 insulin promoter up-regulation; z-score at 5 µM; actives 0.3% (n = 190,000); MIN6 insulin promoter-GFP reporter, high-content imaging; stronger effect = higher value; AID 1625;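 active means z-score above 3 at 5 µM with at least 500 cells counted in the well; inconclusive means wells under 500 cells, flagged as cytotoxic or low count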
bCat nuc transl: beta-catenin nuclear translocation modulation; HeLa beta-catenin nuclear translocation, immunofluorescence imaging; nuclear translocation activity, % at 5 µM; actives 0.3% (n = 190,000);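 active means nuclear translocation activity above 50% at 5 µM, with a well cell count of 50 or more; inconclusive means wells under 50 cells across six images, flagged as toxic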;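 further: per-cell ratio of nuclear to cytoplasmic median beta-catenin stain intensity; plate controls were DMSO negative control for no effect and GSK-3 inhibitor IX positive control for full effect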
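Test system: human HeLa cells, endogenous beta-catenin. Times: 24 h compound exposure, 37°C. Measured by: beta-catenin immunofluorescence imaging with DAPI.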
WT yeast gro inh: growth inhibition of WT yeast, mitochondrial fusion screen; actives 2.1% (n = 190,000); AID 1362; mitochondrial fusion phenotypic screen, WT strain; inhibition, % at 10 µM; in the data active means inhibition above about 58%; tested in S. cerevisiae
AID2073: disruptors of CaV2.2 binding to Mint1 – biochemical, HTRF (AID 2073). HTRF protein-protein interaction, Mint1-CaV2.2; higher % means a stronger effect. inhibition, % at 20 µM; hits with a dose series show IC50 in µM. actives 0.19% (n = 290,000); in the data active means inhibition mostly above about 51%, no sharp cut-off; inconclusive means no clear call, values can overlap the other calls; inactive means mostly below about 53%; further: some results filed as inactive read as strong as hits
HIV fusion peptide: inhibitors of HIV fusion peptide binding, primary screen, biochemical, uHTS, fluorescence dequenching (AID 1986); cell-free peptide binding, fluorescence dequenching, 30 min; higher % means a stronger effect; inhibition, % at 20 µM, or IC50 in µM where a hit was titrated; actives 0.3% (n = 290,000); in the data active means inhibition mostly above about 52%, no sharp cut-off; inactive means mostly below about 76%; further: some results filed as inactive read as strong as hits
Yfh1-depleted yeast: mitochondrial function rescue without frataxin homolog – Friedreich's ataxia, plus single-dose screen, dose response (AID 1465); actives 0.074% (n = 220,000); fold induction at 50 µM, or EC50 in µM where a hit was titrated; S. cerevisiae Yfh1-off respiration, WST-1 reduction, 72 h; higher fold induction means a stronger effect;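 active means fold induction of absorbance versus untreated yeast above a set limit, then at least 30% activation at any dose in follow-up; inconclusive means repeats straddling the limit, or above it without dose testing; inactive means fold induction below the set limit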;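 further: activators that raise dye reduction in frataxin-depleted yeast; strong numbers were not always called active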
WT yeast gro inh mutant strain: further read-out of WT yeast gro inh, marked with its call; inhibition, %; mitochondrial fusion phenotypic screen, mutant strain inhibition
Dynein transport cytoplasmic EGFP: further read-out of Dynein transport, marked with its call; z-score; measured here: cytoplasmic GR-EGFP intensity; stronger effect = higher value
Dynein transport nuclear GR-EGFP: further read-out of Dynein transport, marked with its call; z-score; measured here: nuclear GR-EGFP intensity;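 lower value marks the stronger effect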
Dynein transport cell count: also measured in Dynein transport; calls as there; z-score; measured here: cell count per field
Ins promoter up cell count: further read-out of Ins promoter up, marked with its call; cell count; measured here: cytotoxicity, nuclei count;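 total cells summed across four imaged fields per well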
bCat nuc transl cell count 5 µM: second read-out of bCat nuc transl, no call of its own (marks repeat the call); cell count; measured here: cell count, cytotoxicity flag
MT stabilizer Hoechst-high %: recorded beside MT stabilizer, whose call it bears; % Hoechst-high responders; measured here: nuclear condensation Hoechst responders;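 share of cells brighter than vehicle mean plus two SD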
MT stabilizer cytotoxicity %: further read-out of MT stabilizer, marked with its call; toxicity, %; measured here: cytotoxicity by cell density;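 0% = mean cell density of plate MIN control wells and 100% = no cells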
Autophagy mod cell loss 18 h: further read-out of Autophagy mod, marked with its call; toxicity, %; measured here: cell loss, nuclei count;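 cell loss after 18 h compound exposure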
The depositor's hits bear a star; i = inactive; ? = inconclusive; . = not tested or not shown.

No.	SMILES	MT stabilizer	MT stabilizer Hoechst-high %	MT stabilizer cytotoxicity %	Autophagy mod	Autophagy mod cell loss 18 h	Dynein transport	Dynein transport cytoplasmic EGFP	Dynein transport nuclear GR-EGFP	Dynein transport cell count	Ins promoter up	Ins promoter up cell count	bCat nuc transl	bCat nuc transl cell count 5 µM	WT yeast gro inh	WT yeast gro inh mutant strain	AID2073	HIV fusion peptide	Yfh1-depleted yeast
1	CCOc1ccc(-n2c(=O)c3sccc3n(Cc3ccc(C)cc3)c2=O)cc1	5.1	2.2	4.8	i	0	0.4	-0.23	-0.32	-0.24	-0.42	1435	-0.3	1108	-7	9	26%	4.1%	i
2	CCOC(=O)n1c(=O)n(Cc2c(Cl)cccc2Cl)c2ccccc21	1.3	1.3	15	i	-1	0.6	-0.3	0.57	-0.15	0.01	1407	-2.1	1388	2	17	-1%	-2.4%	i
3	CSc1nnc(-c2ccco2)n1-c1ccccc1	1.7	1.4	9.6	i	1	-0.46	-0.23	-0.38	0.98	0.44	1039	-1.7	1238	10	2	0%	6.1%	i
4	O=c1c2c(-c3ccccc3)csc2nc2n1CCC2	3.6	2.8	10	i	2	-0.21	-0.28	0.17	1.3	0.51	1261	.	.	2	-1	-23%	-2.0%	i
5	CC(C(=O)NCc1ccco1)n1cc([N+](=O)[O-])cn1 (stereo not drawn)	2.6	2.5	4.3	i	-13	-0.9	-0.28	-0.44	-0.049	-1.1	1299	0.1	1036	-15	-2	3%	1.7%	i
6	N=C(N)n1c(N)nc2ccccc2c1=O	.	.	.	.	.	0.26	-0.27	-0.28	0.066	-0.01	1287	0.8	1242	.	.	14%	1.7%	i
7	CCOc1ccc(CNc2ncnc(N)n2)cc1	1.6	0.7	9.2	i	-1	-0.85	-0.011	-0.22	0.91	?	.	.	.	7	28	-5%	1.7%	i
8	O=C(CC(=O)N/N=C/c1ccccc1O)NCc1cccnc1	4.8	1.7	3.3	i	-15	0.29	-0.15	-0.11	-1	2	1457	-1.3	1003	-5	-12	11%	-1.1%	i
9	Cc1cc(C(=O)CN2C(=O)NC(C)(c3cccc(Br)c3)C2=O)c(C)n1Cc1ccco1 (stereo not drawn)	5.7	2.1	4.1	i	10	-0.93	-0.017	-0.44	1.1	.	.	.	.	22	6	10%	1.3%	i
10	CC1(C)CC(=O)C(CCCN2C(=O)c3ccccc3C2=O)C(=O)C1	5.6	3.4	3.9	i	5	-0.36	-0.33	0.13	0.31	.	.	.	.	-7	9	33%	-0.9%	i
11	Cc1ccc(-c2[nH]ncc2CNCCc2cnn(-c3ccccc3)c2)cc1C	.	.	.	.	.	-0.058	-0.28	-0.017	-0.18	-0.34	930	0.2	1271	.	.	4%	2.6%	i
12	COc1ccc(S(=O)(=O)N2CCCC(C(=O)NCc3ccccn3)C2)cc1Cl (stereo not drawn)	3.8	1.7	10	i	-9	0.58	-0.017	-0.013	-2.3	-0.63	1730	2.8	915	-3	42	-3%	-0.5%	i
13	Cc1ccc(C)c(S(=O)(=O)NCc2ccncc2)c1	2.8	1.7	8.2	i	7	-0.28	-0.15	-0.78	-1	-0.11	1561	-0.9	1249	10	4	23%	-0.3%	i
14	CCCCC(=O)Nc1nn(CC(C)C)c2nc3ccccc3cc12	6.3	0.2	72	i	0	0.04	-0.26	0.12	0.57	-0.65	1345	0.9	1104	-2	-5	8%	2.8%	i
15	CC(C)c1cc(C(=O)Nc2sc3c(c2C#N)CCC3)no1	5.6	3.2	7.1	i	-1	-0.73	-0.056	-0.18	1.3	-0.2	1501	-4.7	1029	.	.	-29%	-2.2%	i
16	Cc1cccn2c(=O)c3cc(C(=O)NC4CCCCC4)c(=N)n(CCN4CCOCC4)c3nc12	.	.	.	.	.	1.3	-0.24	1.2	-0.97	-0.22	961	-0.1	1404	.	.	?	0.9%	i
17	COc1cc(C2Nc3ccc4ncccc4c3C3=C2C(=O)CCC3)ccc1O (stereo not drawn)	27*	38*	63*	i	21	-0.35	-0.21	0.57	0.24	-0.16	1088	-1.7	957	-12	-12	-38%	6.7%	i
18	Cn1c2ccccc2c(=O)c2c(=O)n(Cc3ccco3)c(COc3ccccc3)nc21	15*	17*	20*	i	7	0.3	-0.2	0.29	-0.27	0.4	1227	.	.	0	15	47%	28%	i
19	O=C(CSCc1ccc(Br)cc1)N1CCOCC1	2.7	1.6	8.8	i	-6	-0.31	-0.21	0.084	0.26	-0.12	1027	.	.	-12	0	-3%	0.2%	i
20	CC(=O)Nc1sc2c(c1C(c1cccc(F)c1)N1CCN(CCO)CC1)CCCC2 (stereo not drawn)	3.0	2.0	14	i	1	0.083	-0.34	0.3	0.11	-1.5	1198	0.7	1035	2	9	-10%	-2.1%	i
21	O=C(NCc1ccccc1C(F)(F)F)C1CC(c2ccccc2C(F)(F)F)=NO1 (stereo not drawn)	.	.	.	.	.	-0.007	-0.66	0.16	-0.28	0.85	820	-1.0	1370	.	.	-5%	0.1%	i
22	O=C(NCCNC(=O)c1ccc(Br)o1)c1ccc(Br)o1	4.1	1.0	0.2	i	4	-0.12	0.16	0.13	-0.18	.	.	-0.4	1175	12	-4	4%	-2.4%	i
23	CCc1ccccc1NC(=S)N1CCC(C(=O)c2ccc(F)cc2)CC1	0.9	1.1	1.0	i	-5	1.1	-0.2	0.22	-0.7	.	.	.	.	14	-3	-8%	-2.7%	i
24	Cc1c(Br)c(C(F)(F)F)nn1CC(=O)NCC1CCCO1 (stereo not drawn)	2.2	4.8	8.6	i	-9	1.5	-0.08	1.3	-0.3	-0.3	1337	-4.2	1082	-11	3	-8%	11%	i
25	COc1ccc(C(=O)NCCn2cc(SCC(N)=O)c3ccccc32)cc1	.	.	.	.	.	-0.62	-0.24	0.31	-0.63	-0.86	1023	-0.1	1267	.	.	4%	-1.3%	i
26	C#CC(C)(CC)NC(=O)c1cc(OC)c(OC)c(OC)c1 (stereo not drawn)	2.6	3.0	19	i	53	0.82	-0.26	1	-1.2	1.8	1238	-2.1	692	-3	-12	10%	2.7%	.
27	CC(C)N(Cc1ccccc1)C(=O)/C=C/c1ccccc1[N+](=O)[O-]	1.9	3.9	9.0	i	2	-0.34	-0.16	-0.25	-0.2	0.13	1078	0.7	1528	1	-1	-6%	0.1%	i
28	O=c1[nH][nH]c(-c2ccccc2)c1C=Nc1ccccc1	1.4	1.5	2.5	i	3	0.21	-0.24	-0.064	0.37	0.43	1409	-1.3	1400	80*	14*	5%	-1.9%	.
29	CS/C(=N\S(=O)(=O)c1cccs1)Nc1ccc(Br)cc1F	3.2	3.6	8.5	i	-9	-0.39	-0.22	0.099	0.4	-0.49	1465	0.0	1019	16	8	7%	2.7%	i
30	O=C(O)CCc1ccc(-c2cccs2)o1	4.1	1.4	5.0	i	-3	-0.4	-0.048	0.035	-0.14	.	.	-6.9	1200	23	22	21µM*	20%	i
31	COc1cc(/C=C/C(=O)N2C(=O)c3cccc(N)c3C2=O)cc(OC)c1OC	3.1	2.5	11	i	-6	-0.32	0.4	-0.034	-0.94	-0.32	1414	0.9	1115	6	-3	23%	1.1%	i
32	COC(=O)/C=c1/sc2nc3ccccc3n2c1=O	2.9	2.3	4.3	i	9	-1.9	-0.33	-0.67	1.8	0.86	1522	-1.3	1249	17	12	39%	6.3%	i

Records listed above marked active in AID2073.
item	mol	MT stabilizer Hoechst-high %	Dynein transport	Dynein transport cytoplasmic EGFP	Dynein transport nuclear GR-EGFP	Dynein transport cell count	WT yeast gro inh mutant strain	AID2073	HIV fusion peptide
30	O=C(O)CCc1ccc(-c2cccs2)o1	1.4	-0.4	-0.048	0.035	-0.14	22	21µM*	20%

Bioassay records as filed in PubChem BioAssay.

An unsorted share of the library (roughly 4.2% active in at least one column).
